MEP2-GFP yeast: modulators of MEP2-GFP levels in yeast, primary screen, S. cerevisiae, multiplex flow cytometry, MLPCN library; S. cerevisiae MEP2-GFP strain, 3 h; 100% = DMSO control level; GFP response vs DMSO, % at 10 µM; 0.51% of 330,000 active; AID 2016, 2009;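 active = GFP response versus DMSO above a set limit, roughly screen mean plus 3 SD, cut at about 180% in these data; inconclusive = fewer than 70 cells counted for a yeast strain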;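 also: median GFP fluorescence of the barcode-gated MEP2-GFP cells per well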
proCasp7 act: procaspase-7 activators, primary screen, counter-screen for procaspase-3 activator project, biochemical, absorbance, HTS, human; activation, % at 8.5 µM; recombinant procaspase-7, Ac-DEVD-pNA absorbance 405 nm; D23A/D198A/D206A triple mutant, cannot self-cleave; scale: DMSO 0, 5 µM enzyme 100; Caspase-7 (Homo sapiens), P55210; AID 463210, 2010; 0.093% of 330,000 active;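 active = percent activation above the screen-wide mean plus 3 SD, cut at about 25% in these data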
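Replicates: singlicate. Assay system: Procaspase-7 triple mutant (PC-7 D3A). Signal: 405 nm absorbance of p-nitroaniline. Times: 1 h preincubation, 2 h reaction. Buffer or medium: Zinc-free HEPES pH 7.4 with 300 mM NaCl, 0.01% Triton X-100. Also added: DEVD-pNA substrate. Benchmarks: DMSO wells as 0%, DMSO with 5 µM added PC-7 as 100%.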
ZTA counter: counter-screen for EBNA-1 inhibitors: inhibitors of Epstein-Barr virus ZTA; P03206; ZTA-DNA binding, fluorescence polarization; inhibition, % at 11 µM; 0.15% of 320,000 active; in the data active = inhibition above about 33%
proCasp3 act: activators of human procaspase-3 D3A mutant, primary screen, biochemical, absorbance, PC-3 D3A mutant, single concentration; Caspase-3 (Homo sapiens), P42574; 0.11% of 330,000 active; activation, % at 8.5 µM; AID 463141, 2010; recombinant procaspase-3 D3A, Ac-DEVD-pNA absorbance 405 nm;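 active = activation above the mean of all tested compounds plus 3 SD, cut at about 21% in these data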;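 also: 0% = DMSO alone and 100% = DMSO wells spiked with extra 5 µM PC-3 D3A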
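material = Procaspase-3 D3A mutant | probe or stimulus = Ac-DEVD-pNA | compound = single dose, 8.5 µM nominal compound, 0.8% DMSO | timing = 1 h preincubation, 2 h reaction | measured by = 405 nm absorbance of p-nitroaniline, reads at 0 and 120 min | benchmarks = DMSO-only low control, 5 µM PC-3 D3A high control | repeats = singlicate, each compound tested once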
AHR act: AHR activators, primary screen, cell-based, luminescence, luciferase reporter, human; activation, % at 5 µM; Aryl hydrocarbon receptor (Homo sapiens), P35869; 2.5% of 320,000 active; AHR-responsive luciferase reporter cells; AID 2796, 2010; in the data active = activation above about 47%;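 also: 0% = vehicle wells and 100% = reference agonist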
EBNA-1 inh: EBNA-1 DNA-binding inhibitors, primary screen, biochemical, fluorescence polarization; inhibition, % at 14.8 µM; 0.34% of 300,000 active; AID 1950, 2009; in the data active = inhibition above about 28%
LAP4 TOR yeast: modulators of LAP4-GFP expression in yeast, primary screen, S. cerevisiae, multiplex flow cytometry, MLPCN library; 0.34% of 320,000 active; 3 h; median GFP as percent of DMSO wells; GFP response vs DMSO, % at 10 µM;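 active = GFP response vs DMSO above a set limit, about the screen mean plus 3 SD, cut at about 150% in these data; inconclusive = under 70 cell events counted for the yeast strain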
RPL19A TOR yeast: RPL19A-GFP expression modulators in yeast, primary screen, cell-based, S. cerevisiae, multiplex flow cytometry, MLPCN; percent response vs DMSO, % at 10 µM; S. cerevisiae RPL19A-GFP strain, 3 h; active compounds read low; AID 2025, 2009; 0.3% of 330,000 active;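 active = percent response vs DMSO below 50%; inconclusive = fewer than 70 events counted for the yeast strain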;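 also: median channel GFP fluorescence of the barcoded RPL19A-GFP strain; ratio of sample median GFP to plate DMSO average so 100% = DMSO; lower means less RPL19A-GFP as with rapamycin TOR inhibition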
* = called active by the depositor; u = inconclusive; x = no result given.

Preview (five entries):
No.	mol	MEP2-GFP yeast	proCasp7 act	ZTA counter	proCasp3 act
1	CCSC1=NCCN1C(=O)C(C)(C)Oc1ccc(Cl)cc1	u	-4	-17	-1
2	O=C(CCN1C(=O)/C(=C\c2ccc(F)cc2)SC1=S)Nc1ccc(O)cc1	102	-5	-12	-11
3	COc1cc(NC(=O)COc2ccc(-n3ccnc3)cc2)cc(OC)c1	90	0	3	-1
4	Cc1cc(C)nc(NS(=O)(=O)c2ccc(NC(=O)c3ccc4c(c3)OCO4)cc2)n1	89	6	-6	8
5	CCN(CC)C(=O)COc1ccc(N(C)S(=O)(=O)c2ccc(NC(C)=O)cc2)cc1	110	4	-2	6

No.	AHR act	EBNA-1 inh	LAP4 TOR yeast	RPL19A TOR yeast
1	-1	5	70	88
2	0	17	88	101
3	14	-3	92	100
4	0	7	85	89
5	1	0	105	110

All compounds of this part, previewed entries included:
No.	mol	MEP2-GFP yeast	proCasp7 act	ZTA counter	proCasp3 act
1	CCSC1=NCCN1C(=O)C(C)(C)Oc1ccc(Cl)cc1	u	-4	-17	-1
2	O=C(CCN1C(=O)/C(=C\c2ccc(F)cc2)SC1=S)Nc1ccc(O)cc1	102	-5	-12	-11
3	COc1cc(NC(=O)COc2ccc(-n3ccnc3)cc2)cc(OC)c1	90	0	3	-1
4	Cc1cc(C)nc(NS(=O)(=O)c2ccc(NC(=O)c3ccc4c(c3)OCO4)cc2)n1	89	6	-6	8
5	CCN(CC)C(=O)COc1ccc(N(C)S(=O)(=O)c2ccc(NC(C)=O)cc2)cc1	110	4	-2	6
6	N#Cc1cc(C(=O)c2ccccc2O)cn(-c2nccs2)c1=O	99	-1	11	-6
7	CCc1ccc(C(C(=O)NC(C)(C)CC)N(Cc2ccco2)C(=O)Cn2nnc3ccccc32)cc1 (stereo unspecified)	96	-3	0	-5
8	Cn1c(=O)c2c(ncn2Cc2ccc(Cl)cc2)n(C)c1=O	95	5	-9	5
9	Cc1ccc2[nH]c(=O)c(-c3noc(CC(C)C)n3)cc2c1	98	1	0	-6
10	CN(C)S(=O)(=O)c1cccc(NC(=S)Nc2ccc3cn[nH]c3c2)c1	106	-9	-6	-9
11	COc1cccc(C=Nc2ccc(N3CCOCC3)cc2)c1O	106	-15	2	-4
12	O=C(N/N=C\c1cc(Br)c(Br)o1)C1COc2ccccc2O1 (stereo unspecified)	90	-5	-1	2
13	CC1CN(C(=O)COC(=O)c2ccc(Cl)c(N)c2)CC(C)O1 (stereo unspecified)	104	-6	-14	8
14	CCc1cccc(CC)c1NC(=O)C1CN(S(=O)(=O)c2ccccc2)CCN1S(=O)(=O)c1ccccc1 (stereo unspecified)	98	13	-4	4
15	O=C(COC(=O)c1cccc(-n2cnnn2)c1)c1ccccc1	97	-1	9	-2

No.	AHR act	EBNA-1 inh	LAP4 TOR yeast	RPL19A TOR yeast
1	-1	5	70	88
2	0	17	88	101
3	14	-3	92	100
4	0	7	85	89
5	1	0	105	110
6	13	18	106	93
7	4	0	92	99
8	0	2	96	92
9	17	-10	96	99
10	5	-9	116	98
11	6	11	87	109
12	12	-11	97	92
13	4	-8	95	96
14	-1	0	92	94
15	0	6	95	94

(cont.)
No.	mol	MEP2-GFP yeast	proCasp7 act	ZTA counter	proCasp3 act
16	CCOC(=O)CSc1nc(C)cc2c1C(=O)OC2	90	0	-12	4
17	Cc1c(OC(C)C(=O)N2C[C@H]3C[C@@H](C2)c2cccc(=O)n2C3)ccc2c3c(c(=O)oc12)CCCC3 (stereo partly specified)	117	3	-3	10
18	COc1ccc(C2=Nn3c(nnc3-c3ccccc3F)SC2)cc1OCC1CC1	98	-5	x	3
19	CCN1CCCC1CNC(=O)c1cc(OC)c(OC)c(OC)c1 (stereo unspecified)	95	3	6	-3
20	N#Cc1ccc(COC(=O)c2ccccn2)cc1	104	9	-18	-3
21	Cc1nc2ccccc2n1CCC(=O)Nc1cccc(F)c1	103	10	4	1
22	Cc1ccccc1-n1c(=S)[nH]c2nc3c(cc2c1=O)CCCC3	113	-6	4	-1
23	CSc1ccccc1C(=O)Nc1cc(C)cc(C)c1	114	13	1	-3
24	CCOC1CCc2c(C)nc(N)nc2S1 (stereo unspecified)	98	-2	-2	-11
25	C=CCOC(=O)c1ccc(-n2cnc(C)n2)nc1	102	0	-10	-2
26	COc1ccc(N(CC(=O)NCc2ccncc2)S(=O)(=O)c2ccc(C)c([N+](=O)[O-])c2)cc1	91	10	-11	-3
27	C#CCOC(=O)c1ccccc1C(=O)OCC#C	107	-7	1	3
28	COc1ccc(/C=N/NC(=O)c2c(C)n(C)c3ccc(OC)cc23)c(OC)c1	94	-14	-19	2
29	O=C(OCc1nnc(-c2ccccc2)o1)c1cc2ccccc2cc1O	89	-10	-16	0
30	CC(=O)N1N=C(c2ccc(NS(C)(=O)=O)cc2)CC1c1ccc2nccnc2c1 (stereo unspecified)	113	1	2	-7

No.	AHR act	EBNA-1 inh	LAP4 TOR yeast	RPL19A TOR yeast
16	1	-5	101	90
17	-1	3	104	93
18	34	x	95	112
19	0	0	91	100
20	1	-1	96	104
21	3	-5	100	97
22	4	5	102	108
23	18	2	107	98
24	0	-1	103	97
25	-3	1	99	103
26	3	-2	90	94
27	-1	4	109	106
28	17	-9	86	100
29	6	-9	92	97
30	1	4	105	97

Among those listed so far, these have an NH in an aromatic ring.
No.	mol	MEP2-GFP yeast	proCasp7 act	ZTA counter	proCasp3 act
9	Cc1ccc2[nH]c(=O)c(-c3noc(CC(C)C)n3)cc2c1	98	1	0	-6
10	CN(C)S(=O)(=O)c1cccc(NC(=S)Nc2ccc3cn[nH]c3c2)c1	106	-9	-6	-9
22	Cc1ccccc1-n1c(=S)[nH]c2nc3c(cc2c1=O)CCCC3	113	-6	4	-1

No.	AHR act	EBNA-1 inh	LAP4 TOR yeast	RPL19A TOR yeast
9	17	-10	96	99
10	5	-9	116	98
22	4	5	102	108

Remaining list, next part
No.	mol	MEP2-GFP yeast	proCasp7 act	ZTA counter	proCasp3 act
31	Cc1cc(C)n(-c2c(F)c(F)c(CN3CCCCC3)c(F)c2F)n1	100	8	7	-5
32	COCCCNC(=S)NC1CC2CCC(C1)N2Cc1ccccc1 (stereo unspecified)	93	2	3	-8
33	O=C(NCc1ccc(F)cc1)C1CCN(S(=O)(=O)N2CCOCC2)CC1	110	6	-7	2
34	O=C(NCc1ccco1)C1CCN(c2nc3ccccc3n2Cc2ccc(F)cc2)CC1	106	-2	-6	8
35	CCOC(=O)c1ccccc1NC(=O)c1c(O)c2ccccc2n(CC)c1=O	106	4	6	-3
36	CCOC(=O)c1c(C)[nH]c(C)c1C(=O)COC(=O)[C@@H](NC(=O)c1ccco1)C(C)C	105	3	x	-2
37	COc1ccc(-c2noc(N3CCC(C(=O)Nc4ccc(F)cc4)CC3)n2)cc1	102	-3	20	4
38	CCc1ccc(NC(=O)C(=O)NCCN2CCN(S(=O)(=O)c3ccccc3)CC2)cc1	102	2	-15	-1
39	COc1ccc(NC(=O)COC(=O)CC2CC3CCC2C3)c([N+](=O)[O-])c1 (stereo unspecified)	99	-6	-7	0
40	O=C(O)C1C2C=CC(C2)C1C(=O)NC1CCS(=O)(=O)C1 (stereo unspecified)	101	6	8	5
41	O=C(O)CCNc1cc2ccccc2cc1C(=O)O	87	-7	-1	-6
42	O=C1COc2ccc(C(=O)c3ccccc3C(=O)NCc3ccco3)cc2N1	96	-7	-11	-5
43	C=CCn1c(SCC(=O)N2CCCCC2)nnc1-c1ccncc1	102	10	1	4
44	CC(C)(C)CC(C)(C)NC(=O)CSCC(=O)Nc1ccc2ccccc2c1	104	1	-12	7
45	Cc1cc(C)nc(NC(=S)NC(=O)c2ccccc2F)n1	95	-4	-5	-1

No.	AHR act	EBNA-1 inh	LAP4 TOR yeast	RPL19A TOR yeast
31	1	5	95	103
32	5	4	101	92
33	-2	-6	112	96
34	-4	5	103	103
35	2	-3	98	102
36	2	x	107	106
37	-7	16	98	105
38	-2	-5	98	105
39	2	4	94	103
40	-1	-2	105	100
41	27	-9	90	91
42	4	-9	106	100
43	4	-12	104	103
44	5	-3	106	103
45	28	-8	111	94

The list continues:
No.	mol	MEP2-GFP yeast	proCasp7 act	ZTA counter	proCasp3 act
46	CCn1nnnc1NCc1ccc(N2CCCC2)cc1	102	-4	7	-5
47	CCOc1ccc(CN2CCN(Cc3cn(CC)nc3C)CC2CCO)cc1 (stereo unspecified)	101	9	-13	4
48	O=C(NCC1c2ccccc2CCN1C(=O)CN1CCOCC1)C1CCCCC1 (stereo unspecified)	103	2	7	1
49	CC(Nn1cnnc1)c1cc(Cl)ccc1O (stereo unspecified)	98	-1	2	2
50	COc1cccc(NC(=O)CSc2nnc(-c3ccoc3C)n2CC2CCCO2)c1 (stereo unspecified)	98	-8	13	5
51	O=C(CCl)N1c2ccccc2OCC1c1ccccc1 (stereo unspecified)	95	2	-27	4
52	COc1ccc(-c2nc(CS(=O)CC(=O)NC3CCCCCC3)c(C)o2)cc1 (stereo unspecified)	96	-3	-1	6
53	COc1ccc(CCNC(=O)CSC(=O)c2ccccc2)cc1OC	100	-21	-1	-18
54	O=C(NC1CCCC1)C1CCC(CNS(=O)(=O)c2ccccc2)CC1 (stereo unspecified)	100	-5	10	-1
55	Cc1ccc2oc(-c3cc(NC(=O)c4ncn[nH]4)ccc3O)nc2c1	101	-11	7	-9
56	O=C1CC(c2ccc(F)cc2)Cc2nc(NCC3CCCO3)ncc21 (stereo unspecified)	103	4	-3	2
57	COc1ccc(Cl)cc1C(=O)NCC(c1ccco1)N(C)C (stereo unspecified)	110	-1	-20	-5
58	Nc1nonc1-n1nnc(C(=O)N/N=C/c2cc(Cl)ccc2O)c1CN1CCCCCC1	120	-144	-9	-133
59	O=C(O)c1ccc(NC(=O)C2(c3ccccc3)CCCC2)cc1	102	7	5	3
60	O=S1(=O)N=C(N/N=C/c2ccccn2)c2ccccc21	93	8	11	-5
61	O=C(Nc1ccc2nc(C3CC3)n(Cc3ccc(F)cc3)c(=O)c2c1)c1ccco1	107	-4	-12	5

No.	AHR act	EBNA-1 inh	LAP4 TOR yeast	RPL19A TOR yeast
46	-3	10	103	103
47	4	-3	101	101
48	-1	11	101	97
49	0	-9	101	93
50	2	10	100	97
51	1	-2	97	98
52	3	2	92	100
53	-5	10	96	102
54	0	8	99	102
55	2	12	99	103
56	0	0	109	102
57	8	-10	96	99
58	2	-1	108	101
59	2	3	111	98
60	3	3	90	96
61	0	-5	117	95

Bioassay records from PubChem BioAssay.

Compounds as they come. About 3.8% of those tested had a hit in this group.
